L929 necroptosis: blocks zVAD induced death of L929 cells; L929 zVAD necroptosis rescue, ATP luminescence, 24 h; with zVAD 60 µM; 220,000 tested, 0.38% active; viability rescue, % at 10 µM; AID 1377;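 active = activation, scaled between plate controls, above about 75%, limit read from the data; inactive = activation under that limit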;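 also: 0% = zVAD with DMSO and 100% = DMSO alone without zVAD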
Hck-Nef inh: blocks Nef-activated human Hck kinase | Recombinant Hck-YEEI plus Nef, Z-Lyte FRET kinase assay | inhibition, % at 20 µM | 220,000 tested, 0.68% active | AID 463187;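 active = Hck-Nef kinase inhibition above about 50%, limit read from the data; inactive = inhibition below that limit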;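 also: 0% = DMSO with Hck plus Nef and 100% = Hck alone without Nef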
Rad51 HR inh: blocks human Rad51 in homologous recombination | Q06609 | hRad51 DNA strand exchange, fluorescence dequenching | inhibition, % at 10 µM | 200,000 tested, 0.085% active | AID 1385;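 active = inhibition above 40% at the single screening dose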;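 also: 0% = DMSO control wells and 100% = blanks with heterologous ssDNA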
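Material: Human Rad51 nucleoprotein filaments preassembled on unlabelled ssDNA | Also added: Labelled 47-mer dsDNA for strand exchange | Dosing: Single dose, 10 µM final compound | Schedule: 30-min compound preincubation and 15-min exchange, both room temperature | Technique: Fluorescence dequenching at 485/520 nm | Measure: Percent inhibition relative to plate controls and blanks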
EP2 mod: modulators of human EP2 prostaglandin E2 receptor; EP2-expressing cells, cAMP HTRF FRET, PGE2 co-stimulation; P43116; induction, % at 25 µM; 260,000 tested, 0.83% active;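 active = compounds whose cAMP rise, as percent of the full-agonist control response, exceeds 60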;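 also: rat C6 glioma line stably carrying human EP2 under a CMV promoter; the protocol text gives 20 µM as final concentration; 100% = response of wells given 1 µM PGE2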
eIF4E 4G PPI: blocks eIF4E binding to eIF4G | TR-FRET eIF4E-eIF4GI(517-606) binding, 2 h | AID 782 | 220,000 tested, 0.37% active | inhibition, % at 21.7 µM;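 active = inhibition above about 30%, limit read from the data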;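 also: 0% = full FRET control wells and 100% = background wells lacking eIF4GI fragment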
Target sequence (P63073 whole entry, looked up, the tested form may be a part): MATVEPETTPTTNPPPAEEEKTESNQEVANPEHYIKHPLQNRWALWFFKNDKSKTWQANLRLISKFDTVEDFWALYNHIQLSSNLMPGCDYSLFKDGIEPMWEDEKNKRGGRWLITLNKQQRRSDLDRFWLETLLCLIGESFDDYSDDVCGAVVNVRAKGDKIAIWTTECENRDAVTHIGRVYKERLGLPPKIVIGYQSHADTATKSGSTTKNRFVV
Target sequence (Q04637 whole entry, looked up, the tested form may be a part): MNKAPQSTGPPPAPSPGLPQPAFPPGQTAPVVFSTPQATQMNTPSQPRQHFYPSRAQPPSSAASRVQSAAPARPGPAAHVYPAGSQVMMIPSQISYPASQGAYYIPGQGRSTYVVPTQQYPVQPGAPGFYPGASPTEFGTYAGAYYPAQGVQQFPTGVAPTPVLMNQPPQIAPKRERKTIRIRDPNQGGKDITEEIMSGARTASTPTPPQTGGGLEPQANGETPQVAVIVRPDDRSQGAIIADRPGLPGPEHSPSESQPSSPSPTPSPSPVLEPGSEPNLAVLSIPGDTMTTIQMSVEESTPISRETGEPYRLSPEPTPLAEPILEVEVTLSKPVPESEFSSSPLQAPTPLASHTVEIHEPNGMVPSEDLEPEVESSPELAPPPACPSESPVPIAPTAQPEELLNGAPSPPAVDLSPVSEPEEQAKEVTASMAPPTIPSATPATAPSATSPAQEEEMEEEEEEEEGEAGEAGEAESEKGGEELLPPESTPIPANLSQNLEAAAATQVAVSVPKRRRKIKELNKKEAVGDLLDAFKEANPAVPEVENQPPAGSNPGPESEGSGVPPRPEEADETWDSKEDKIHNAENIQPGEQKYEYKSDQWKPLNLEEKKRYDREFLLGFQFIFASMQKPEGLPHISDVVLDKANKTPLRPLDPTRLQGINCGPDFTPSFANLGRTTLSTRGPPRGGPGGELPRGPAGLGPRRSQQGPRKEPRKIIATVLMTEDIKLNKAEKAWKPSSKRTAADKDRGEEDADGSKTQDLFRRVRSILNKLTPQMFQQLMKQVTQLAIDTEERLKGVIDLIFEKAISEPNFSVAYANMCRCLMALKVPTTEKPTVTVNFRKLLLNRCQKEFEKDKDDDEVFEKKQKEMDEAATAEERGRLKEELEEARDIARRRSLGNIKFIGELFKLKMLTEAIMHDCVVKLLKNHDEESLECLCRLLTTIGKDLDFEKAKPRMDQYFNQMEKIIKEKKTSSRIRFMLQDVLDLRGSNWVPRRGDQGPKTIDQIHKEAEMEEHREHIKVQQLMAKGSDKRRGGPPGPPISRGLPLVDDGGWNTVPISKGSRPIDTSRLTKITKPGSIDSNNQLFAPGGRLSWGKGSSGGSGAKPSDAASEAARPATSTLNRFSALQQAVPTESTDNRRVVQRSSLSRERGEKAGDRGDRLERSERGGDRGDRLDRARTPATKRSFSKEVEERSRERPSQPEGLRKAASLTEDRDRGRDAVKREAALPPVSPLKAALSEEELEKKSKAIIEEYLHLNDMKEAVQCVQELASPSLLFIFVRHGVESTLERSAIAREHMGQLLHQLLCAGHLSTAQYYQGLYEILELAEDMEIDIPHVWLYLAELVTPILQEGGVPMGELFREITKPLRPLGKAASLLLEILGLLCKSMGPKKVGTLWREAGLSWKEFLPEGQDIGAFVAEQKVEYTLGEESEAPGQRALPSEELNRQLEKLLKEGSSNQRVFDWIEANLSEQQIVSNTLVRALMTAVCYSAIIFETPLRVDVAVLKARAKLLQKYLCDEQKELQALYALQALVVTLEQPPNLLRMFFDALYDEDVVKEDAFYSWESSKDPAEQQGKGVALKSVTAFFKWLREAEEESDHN
PGE2 EP2 inh: blocks the human prostaglandin E2 receptor EP2; C6 glioma cells expressing human EP2, cAMP TR-FRET; cells stimulated with saturating PGE2; P43116; 260,000 tested, 0.52% active; inhibition, % at 25 µM;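 active = percent inhibition above 40 after rounding to a whole number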;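 also: rat C6 glioma host cells with rolipram phosphodiesterase inhibitor present; the protocol text gives 20 µM as final concentration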
14-3-3 Bad inh: disrupts binding of bovine 14-3-3 zeta to phospho-Bad peptide | inhibition, % at 21.7 µM | P63103 | 220,000 tested, 0.71% active | AID 781 | TR-FRET 14-3-3zeta/Dy647-pBad peptide displacement, 1 h;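 active = inhibition above about 70%, limit read from the data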;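 also: 0% = full 14-3-3 plus peptide FRET controls and 100% = background without 14-3-3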
Calpain2 inh: blocks pig calpain II enzyme activity; AID 1236; inhibition, % at 16 µM; purified calpain II, fluorogenic peptide substrate, 30 min; 220,000 tested, 0.37% active;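 active = inhibition above about 50%, limit read from the data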
TbHK1 inh: blocks Trypanosoma brucei hexokinase 1 activity | recombinant TbHK1, G6PDH-coupled NADH A340 | 220,000 tested, 0.11% active | inhibition, % at 10 µM | AID 1430;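 active = inhibition of 50% or more in the single-dose primary screen; inactive = inhibition below 50%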
An asterisk follows results filed as active; nt = not tested or not shown; & = joins results of further samples; [ ] = another dose, or the depositor's remark. This is a subset; count on the stated rates, not on these rows.

Values run as follows: PGE2 EP2 inh | Rad51 HR inh | EP2 mod | L929 necroptosis | TbHK1 inh | Calpain2 inh | 14-3-3 Bad inh | eIF4E 4G PPI | Hck-Nef inh
- Cc1ccc(NC(=O)C2C3CCCC2C3c2ccccc2)c(C)c1 (stereo not given)
→ 5 | -9 | 35 | -0.8 | 38 | 13 | 28 | -3[fluorescence artefact?] | -2
- Cc1nn(-c2ccc(F)cc2)c2sc(C(=O)O)cc12
→ 10 | 1 | 20 | 0.2 | 2 | -6 | 4 | 0 | 1
- Cc1ccc(N=C2NC(=O)CC(C(=O)Nc3ccc4c(c3)OCO4)S2)cc1 (stereo not given)
→ 7&4 | -6 | -27&-65 | 1.4 | 3 | 5 | -2 | 0 | 10
- CCOc1ccc(CCNC(=O)C2=C(C)C(=O)OC23CCCCC3)cc1OCC
→ 17 | 1 | 3 | 1.4 | -5 | -31 | -13 | -2 | 19
- CC(Sc1nnc(NCc2ccccc2)s1)C(=O)Nc1ccc2c(c1)C(=O)c1ccccc1C2=O (stereo not given)
→ 12 | nt | -37 | 4.1 | -9 | -50 | 3 | 1 | -18
- CCN(CC(=O)Nc1ccc(NC(C)=O)cc1)C(=O)/C=C/c1cccs1
→ 9 | 0 | 17 | -0.5 | -19 | 20 | 2 | 3 | 0
- COc1ccc(NC(=O)CSCc2ccccc2C)cc1
→ 7 | 1 | -60 | 1.8 | 30 | -2 | -13 | 3 | 2
- COc1cc(C2C3=C(CC(C)(C)CC3=O)NC3=C2C(=O)c2ccccc23)ccc1O (stereo not given)
→ 6&5 | -3 | -6&-8 | -0.5 | -9 | -35 | -29 | 2 | 23
- COc1ccccc1NS(=O)(=O)c1cc(N2Cc3ccccc3C2=N)ccc1N1CCOCC1
→ 0 | -3 | -53 | -1.3 | 6 | 24 | 7 | 2 | 13
- CC(C)CSc1ccc(S(=O)(=O)NCC(=O)O)cc1[N+](=O)[O-]
→ 5 | 0 | 19 | -1.5 | 13 | 28 | 6 | 0 | 12
- CSc1nnc(C)c(/C=C/Nc2ccc(F)cc2F)n1
→ 19 | -6 | -10 | 11 | -15 | -11 | 5 | 0 | 2
- CC(C)(C)c1[nH]nc2c1C(c1cccnc1)C(C#N)=C(N)O2 (stereo not given)
→ 10 | 5 | -12 | 2.1 | -4 | 2 | 3 | -2 | 1
- CCOc1ccc(C(=O)NC(=S)Nc2cccc(S(=O)(=O)NC3=NCCC3)c2)cc1
→ 3 | -3 | -27 | 1.4 | -8 | 12 | -14 | -4 | 20
- COc1ccc2c(CC(=O)OCC(=O)N3CCc4ccccc43)coc2c1
→ 6 | 2 | -46 | -1.4 | 4 | 10 | -7 | -20 | -13
- CCCCNC(=O)N1CCN(C(=O)c2ccco2)CC1
→ 8 | nt | 15 | 2.4 | 0 | -11 | -11 | 2 | -2
- COc1ccc(N2CCN(c3oc(-c4ccco4)nc3C#N)CC2)cc1
→ 6 | -1 | 10 | 1.1 | -5 | 21 | 6 | -2 | 0
- CC12CCC(C/C1=N\N=C1\NC(=O)/C(=C\c3cccc(Br)c3)S1)C2(C)C (stereo not given)
→ 3 | 4 | -56 | 3.4 | 0 | -21 | -5 | 20 | 6
- O=C(CNc1ccc2ccccc2c1)N/N=C/c1ccc([N+](=O)[O-])o1
→ 27 | -5 | -65 | 13 | 26 | 18 | 37[fluorescence artefact?] | -4[fluorescence artefact?] | 2
- O=C(NNS(=O)(=O)c1ccccc1[N+](=O)[O-])c1cccnc1
→ 2 | -9 | 25 | 1.8 | -8 | -10 | -1 | -1 | 0
- COc1ccccc1NC(=O)C(CCS(C)(=O)=O)N1C(=O)c2ccccc2C1=O (stereo not given)
→ nt | nt | 5 | 0.7 | 1 | -33 | 9 | 5 | -2

Values run as follows: PGE2 EP2 inh | Rad51 HR inh | EP2 mod | L929 necroptosis | TbHK1 inh | Calpain2 inh | 14-3-3 Bad inh | eIF4E 4G PPI | Hck-Nef inh
- S=C1NC[C@H](CC2CCCCC2)N1CCc1cccc2ccccc12
→ 0 | 3 | 50 | -0.6 | 13 | 15 | -5 | 0 | 18
- COc1ccc(N2CCN(C(=O)CSc3ncnc4c3cnn4-c3ccccc3C)CC2)cc1
→ 12 | -8 | 15 | -0.2 | 2 | 5 | -8[fluorescence artefact?] | -7 | 0
- NNC(=O)c1cc2ccccc2cc1O
→ 6 | 2 | -3 | 1.5 | -4 | -15 | -13 | 4[fluorescence artefact?] | -1
- COc1ccc(Cl)cc1NC(=S)N(CCCN1CCOCC1)Cc1cn(C)c2ccccc12
→ 19 | -1 | 8 | 0.8 | 3 | -16 | -12 | -1 | 7
- O=C(OCC(=O)N1CCN(C(=O)c2ccco2)CC1)c1ccccc1Cc1ccccc1
→ 12 | -10 | 22 | -0.2 | 4 | 2 | -14 | 0 | 0
- O=C(CCCn1c(=O)c2sccc2n(CC(=O)NCC2CCCO2)c1=O)NCc1ccco1 (stereo not given)
→ 5 | 9 | 12 | 2.2 | 0 | -12 | -15 | -2 | -39
- NC(=S)N=Nc1c(O)n(Cc2ccccc2)c2ccccc12
→ 5 | 0 | 11 | 1.6 | -2 | -9 | -9 | -3[fluorescence artefact?] | 1
- O=C(Nc1nc2ccc(F)cc2s1)c1cccc(S(=O)(=O)N2CCc3ccccc32)c1
→ 6 | -2 | -34 | -0.3 | -15 | -51 | -30 | 12 | 5
- Cc1nc(NC(=O)/C=C/c2ccc(Cl)cc2Cl)sc1C(=O)N(C)C
→ 3 | nt | 19 | -0.3 | -11 | 8 | -2 | -4 | 3
- N=c1c2c(-c3ccccc3)c(-c3ccccc3)n(Cc3ccccc3)c2ncn1CCCn1ccnc1
→ 1 | -9 | -6 | -0.7 | 11 | -9 | -6 | 0 | 1
- NS(=O)(=O)c1ccc(NC(=O)CN2CCCCC2)cc1
→ 5 | 4 | 11 | 0.2 | 0 | 7 | -6[fluorescence artefact?] | 10[fluorescence artefact?] | 1
- Cc1ccccc1SCC(=O)OCC(=O)Nc1ccc(N(C)C)cc1
→ 5 | 2 | 10 | 1.1 | 4 | 12 | 4 | 13 | -62
- COC(=O)[C@H](C)NC(=O)Nc1cc(OC)ccc1OC
→ 6 | -6 | 0 | 0.3 | 6 | -1 | -11 | 7 | 1
- COCCn1c(Cc2ccccc2)nnc1SCC(=O)Nc1ccccc1
→ 5 | -17 | -5 | 1.8 | 0 | -16 | -5 | -3 | 29
- Cc1ccc(-n2nnnc2Sc2nc([N+](=O)[O-])nn2C)cc1C
→ 4 | 1 | 18 | -0.5 | -2 | -23 | 1 | -3 | -1
- O=C1OC2(CCCC2)OC(=O)C1=Cc1c[nH]c2ccccc12
→ 8 | 3 | -80 | 14 | -5 | -23 | -14 | -5 | 22
- CCOC(=O)CC(NC(=O)Cn1nnc(-c2ccccc2Cl)n1)c1ccc(OC)cc1 (stereo not given)
→ 9 | 1 | -57 | -0.5 | 0 | 26 | -9 | -1 | 11
- CC(C)=CC(=O)OCc1cc([N+](=O)[O-])cc2c1OCOC2
→ 8 | -1 | 52 | 1.0 | -3 | 43 | 1 | 6 | -42
- CN(CC(=O)Nc1ccccc1Cl)C(=O)CSc1nc2ccccc2s1
→ 8 | 2 | -5 | 1.1 | 3 | 29 | 3 | -6[fluorescence artefact?] | 1
- COC(=O)C1=C(CN2CCN(C)CC2)NC(=O)NC1c1cc(C)ccc1C (stereo not given)
→ 9 | nt | 8 | -0.4 | -1 | 30 | -5[fluorescence artefact?] | 3[fluorescence artefact?] | 1

Values run as follows: PGE2 EP2 inh | Rad51 HR inh | EP2 mod | L929 necroptosis | TbHK1 inh | Calpain2 inh | 14-3-3 Bad inh | eIF4E 4G PPI | Hck-Nef inh
- COCCn1c(SCC(=O)NCc2cccs2)nnc1-c1ccc(OC)cc1
→ 8 | 1 | 20 | 0.8 | 16 | -11 | -5 | -10 | 2
- Cc1ccc(Nc2c(-c3ccc(C)o3)nc3cnccn23)cc1
→ 10 | -4 | -10 | 0.3 | -18 | -23 | -1 | 5 | 17
- c1ccc(-c2nc(Sc3ncnc4c3cnn4-c3ccccc3)n[nH]2)cc1
→ nt | nt | -8 | -0.4 | -7 | -24 | -2 | 0 | -2
- COc1ccc(Cc2noc(CN3CCN(Cc4cccc(Cl)c4)CC3)n2)cc1OC
→ 4 | -6 | -29 | -0.5 | -16 | -3 | -15 | 0 | 5
- CCOc1ccc(NC(=O)CCSc2ccc(C)cc2)cc1
→ 9 | -9 | -70 | 0.1 | -12 | 9 | -10 | 12 | 1
- CC(=O)c1ccc(OC(=O)c2cccs2)cc1
→ 8 | -9 | -14 | -0.1 | -7 | -26 | 5 | -4 | -2
- Cc1cc(C)c2c(n1)nn1c(N3CCN(c4ccccc4)CC3)cc(C)nc21
→ 0 | 4 | -9 | 0.6 | -13 | -325 | 13[fluorescence artefact?] | 0 | 2
- CCOC(=O)CN1C(=O)CSc2ccc(S(=O)(=O)N3CCCC3)cc21
→ 8 | 5 | 3 | -0.7 | 0 | 7 | 5 | 0 | 23
- O=C(Nc1ccc(Cl)cc1Cl)NC1CCCC1
→ 8 | 11 | -32 | 0.5 | -3 | -15 | -8 | 3 | -5
- CC1(C)CC(=O)c2sc(NS(=O)(=O)c3ccc(Br)cc3)nc2C1
→ 11 | -1 | 7 | 1.8 | -29 | -6 | 7 | 2 | 6
- Cc1cc2c(cc1S(=O)(=O)Nc1cccc(F)c1C)NC(=O)CO2
→ 4 | 2 | -62 | 0.5 | 6 | 7 | -9 | 3 | -19
- O=C1COc2ccc(C(=O)CCl)cc2N1
→ 20 | 20 | 3 | -0.9 | -9 | 0 | -3 | -1 | 5
- CC(C)(C(N)=O)N1CCN(c2ncc(C(F)(F)F)cc2Cl)CC1
→ 9 | -5 | 16 | 0.8 | -3 | -18 | 6 | 2[fluorescence artefact?] | 0
- N#Cc1nc(COc2ccccc2Cl)oc1N1CCCC1
→ 5 | 2 | 22 | 0.1 | -1 | 16 | -4 | 0 | 21
- O=C(Nc1nc2cc3c(cc2s1)OCO3)c1ccco1
→ 5 | nt | -8 | -0.8 | -21 | -97 | -3 | -1 | 28
- Nc1nnc(SCCOc2ccc(Br)cc2)s1
→ 15 | 1 | -33 | 0.3 | 10 | 26 | -5 | -2 | 3
- COc1ccccc1NC(=O)N(Cc1ccco1)Cc1cc2cccc(C)c2[nH]c1=O
→ -2 | -9 | -2 | 0.5 | -1 | 5 | 10 | 5 | 0
- CCCCC(CCC(=O)Nc1cc([N+](=O)[O-])ccc1O)C(=O)O (stereo not given)
→ 6 | nt | 29 | 0.2 | -6 | 7 | -7 | 1 | 0
- Cc1ccc(NC(=O)C2C(=O)N(CCO)C3(C)CC2c2ccccc2O3)cc1 (stereo not given)
→ 9 | nt | 10 | -0.3 | -4 | 2 | 12 | -1 | 2
- CC(OC(=O)c1ccccc1)C(=O)NCCC1=CCCCC1 (stereo not given)
→ 5 | nt | -10 | 0.2 | 6 | 31 | 0 | 3 | 14
- CCN(CC)c1ccc(-c2c(C#N)c(N)nc(OC)c2C#N)cc1
→ 34 | 6 | 18 | 0.2 | 4 | -137 | -11 | -25[fluorescence artefact?] | 11
- CCOc1ccc(-c2nnc(-c3ccccc3)n2-c2ccccc2)cc1
→ 7 | -4 | 28 | -0.1 | 1 | -4 | nt | nt | 2
- c1ccc(-n2ncc3c(NCc4ccccn4)ncnc32)cc1
→ 7 | 1 | 8 | 0.5 | 1 | -2 | 2 | -3 | 6

2 records drawn at random from the list so far, as already listed:
Values run as follows: PGE2 EP2 inh | Rad51 HR inh | EP2 mod | L929 necroptosis | TbHK1 inh | Calpain2 inh | 14-3-3 Bad inh | eIF4E 4G PPI | Hck-Nef inh
- O=C1COc2ccc(C(=O)CCl)cc2N1
→ 20 | 20 | 3 | -0.9 | -9 | 0 | -3 | -1 | 5
- CCOc1ccc(-c2nnc(-c3ccccc3)n2-c2ccccc2)cc1
→ 7 | -4 | 28 | -0.1 | 1 | -4 | nt | nt | 2
